# DDE Tn6 FP inh – inhibitors of Tn6 peptide binding to fibrin DD(E), primary screen, biochemical, fluorescence polarization, human fibrin, Tn6 probe. Fibrinogen beta chain (Homo sapiens), P02675. Fibrin DD(E) TRITC-Tn6 fluorescence polarization displacement. inhibition, % at 8.3 µM. 370,000 compounds, 0.21% hits;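 active means inhibition above a per-campaign cutoff: mean of compounds within control limits plus 3 SD, cut at about 15% in these data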;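 further: 0% = median of all compound wells on the plate and 100% = blocking peptide control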
# KLK7 zymogen act – proKLK7 zymogen activators, primary screen, biochemical, fluorescence intensity; Kallikrein-7 (Homo sapiens), P49862; purified proKLK7, EDANS-DABCYL substrate fluorescence; 100% is mature enzyme control, 0% vehicle; activation, % at 7 µM; 370,000 compounds, 0.9% hits; AID 652039, 2013;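 active means activation above the mean of all tested compounds plus 3 SD, computed per campaign excluding outliers beyond control limits, cut at about 13% in these data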
# DDE Tn7 FP inh – inhibitors of Tn7 peptide binding to fibrin DD(E), primary screen, biochemical, fluorescence polarization, human fibrin, Tn7 probe; Fibrinogen beta chain (Homo sapiens), P02675; FP displacement of FITC-Tn7 peptide from fibrin DD(E); 0% = median of compound wells per plate; inhibition, % at 8.3 µM; 370,000 compounds, 0.13% hits;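 active means inhibition above the mean of compounds falling within the control limits plus 3 SD of them, cut at about 14% in these data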;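 further: 0% = plate median of compound wells and 100% = 10 µM Aha-Tn7 peptide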
#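 Measure: % inhibition scaled between sample-field median and high-control FP; Test system: human fibrin DD(E); Quantity: 2 µM final DD(E) protein; Doses: one dose, 8.3 µM nominal; Schedule: compound with protein 10 min, then 3 h after probe, room temperature; Detection: fluorescence polarization; Medium: Tris buffer with calcium and detergent, pH 7.8.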
# ASAP1 inh – inhibitors of human ASAP1 ArfGAP activity, primary screen, biochemical, fluorescence polarization; Arf-GAP with SH3 domain, ANK repeat and PH domain-containing protein 1 (Homo sapiens), …; ASAP1-stimulated ARF1 GTP hydrolysis, GDP FP detection; inhibition, % at 16.5 µM; 360,000 compounds, 0.19% hits; in the data active means inhibition above about 25%;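 further: 0% = vehicle with enzyme and substrate and 100% = no enzyme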
# Target sequence (Q9ULH1 325-724 limits assumed): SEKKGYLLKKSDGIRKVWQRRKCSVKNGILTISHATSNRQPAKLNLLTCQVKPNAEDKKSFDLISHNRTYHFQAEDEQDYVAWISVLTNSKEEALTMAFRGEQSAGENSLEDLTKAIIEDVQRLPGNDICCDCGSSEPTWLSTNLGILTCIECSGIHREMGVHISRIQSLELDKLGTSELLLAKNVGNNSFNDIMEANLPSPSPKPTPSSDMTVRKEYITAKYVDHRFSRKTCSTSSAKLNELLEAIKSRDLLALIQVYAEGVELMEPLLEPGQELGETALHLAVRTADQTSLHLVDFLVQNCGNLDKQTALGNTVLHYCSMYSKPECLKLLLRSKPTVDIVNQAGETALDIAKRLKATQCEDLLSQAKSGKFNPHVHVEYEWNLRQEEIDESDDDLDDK
# PLCg1 inh – PLC-gamma1 enzyme inhibitors, primary screen, biochemical, fluorescence, purified enzyme. AID 720700, 2013. 370,000 compounds, 0.84% hits. fluorogenic substrate. inhibition, % at 12.2 µM. 1-phosphatidylinositol 4,5-bisphosphate phosphodiesterase gamma-1 (Homo sapiens), P19174; in the data active means inhibition above about 9.5%
# ARFGAP1 inhibitor – inhibitors of rat ARFGAP1 GAP activity, primary screen, biochemical, fluorescence polarization, GDP tracer. ADP-ribosylation factor GTPase-activating protein 1 (Rattus norvegicus), Q62848. Arfgap1-stimulated ARF1 GTP hydrolysis, GDP FP detection. inhibition, % at 16.5 µM. 360,000 compounds, 0.26% hits;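 active means inhibition above a per-plate limit, mean inhibition of low control wells plus 3 SD, cut at about 25% in these data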;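 further: 0% = DMSO wells with enzyme and 100% = wells lacking Arfgap1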
#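 Repeats: one replicate per compound; assay system: rat Arfgap1 catalytic domain, aa 1-136; times: enzyme reaction 120 min at 25 °C after 20 min preincubation; detection: FP of antibody-bound GDP Alexa 633 tracer, ex 620/em 688 nm; benchmarks: high control wells lacking Arfgap1, low control full reaction with DMSO; reagent: human ARF1(Δ1-17)-GTP substrate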
# PLCb3 inh – human PLC-beta3 inhibitors, primary screen, biochemical, fluorescence; 370,000 compounds, 0.18% hits; inhibition, % at 12.2 µM; Purified PLC-beta3, fluorogenic substrate; 1-phosphatidylinositol 4,5-bisphosphate phosphodiesterase beta-3 (Homo sapiens), Q01970; AID 720704, 2013; in the data active means inhibition above about 11%;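 further: 0% = median of compound wells on plate and 100% = full blocker control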
# HGIII-sPLA2 inh – human group III sPLA2 inhibitors, primary screen, biochemical, QFRET, BODIPY PC-A2 liposome substrate; QFRET BODIPY PC-A2 liposome hydrolysis, fluorescence; inhibition, % at 12.2 µM; Group 3 secretory phospholipase A2 (Homo sapiens), Q9NZ20; 370,000 compounds, 0.56% hits;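 active means inhibition above mean plus 3 SD of compounds lying within the high and low control bounds, cut at about 19% in these data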;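 further: 0% = median of test compound wells and 100% = no enzyme DMSO wells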
# Rev-erbA mod – modulators of Rev-erb alpha DNA binding, primary screen, biochemical, FITC-DNA, fluorescence polarization, uHTS. Nuclear receptor subfamily 1 group D member 1 (Homo sapiens), P20393. Rev-erbα–FITC-DNA binding, 90 min. activity, % at 10 µM. 370,000 compounds, 0.79% hits. AID 1259318, 2017;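 active means activity above about 14%, limit read from the data; passing the limit was not always enough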;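 further: 0% = DMSO wells with 35 nM protein and 100% = DMSO wells with 750 nM protein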
# Target sequence (P20393 whole entry, looked up): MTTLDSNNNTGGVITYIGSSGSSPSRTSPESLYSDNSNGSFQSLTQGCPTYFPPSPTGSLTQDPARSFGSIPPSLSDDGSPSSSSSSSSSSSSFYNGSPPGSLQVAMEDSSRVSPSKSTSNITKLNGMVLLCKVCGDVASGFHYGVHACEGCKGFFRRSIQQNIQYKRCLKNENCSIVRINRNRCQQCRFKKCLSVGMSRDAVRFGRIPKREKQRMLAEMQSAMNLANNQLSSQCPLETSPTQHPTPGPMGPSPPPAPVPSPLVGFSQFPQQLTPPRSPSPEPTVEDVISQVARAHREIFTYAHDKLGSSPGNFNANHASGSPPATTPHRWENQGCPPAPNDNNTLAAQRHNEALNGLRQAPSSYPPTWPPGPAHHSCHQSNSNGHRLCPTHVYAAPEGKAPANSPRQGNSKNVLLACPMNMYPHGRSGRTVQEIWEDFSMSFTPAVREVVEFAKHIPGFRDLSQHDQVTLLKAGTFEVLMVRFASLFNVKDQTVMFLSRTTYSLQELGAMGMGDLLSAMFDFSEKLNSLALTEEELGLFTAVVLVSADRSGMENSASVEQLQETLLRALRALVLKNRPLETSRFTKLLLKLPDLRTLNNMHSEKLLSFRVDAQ
# UHRF1 binding – UHRF1 methylated DNA binding inhibitors, primary screen, counter-screen for MBD2 inhibitor project, biochemical, TR-FRET, human UHRF1, single concentration; E3 ubiquitin-protein ligase UHRF1 (Homo sapiens), Q96T88; UHRF1 binding to methylated oligo; inhibition, % at 4.4 µM; 370,000 compounds, 0.75% hits; in the data active means inhibition above about 21%;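 further: UHRF1 SRA domain binding a hemimethylated CpG hairpin DNA probe; 0% = median of test compound wells and 100% = reference inhibitor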
# The depositor's hits bear a star; i = inactive; x = not tested or not shown.
SMILES,DDE Tn6 FP inh,KLK7 zymogen act,DDE Tn7 FP inh,ASAP1 inh,PLCg1 inh,ARFGAP1 inhibitor,PLCb3 inh,HGIII-sPLA2 inh,Rev-erbA mod,UHRF1 binding
COc1cc(OC)cc(C(=O)NNC(=O)c2ccccn2)c1,0,-0.1,0,-11,3,10,3,-5,2,-3
COc1ccc(NC(=O)N2CCCC2C(=O)NC23CC4CC(CC(C4)C2)C3)cc1 (stereo not drawn),-3,0.7,-5,1,5,3,-9,14,-4,3
COc1cc(C(=O)NC(=S)Nc2ccc(Cl)cn2)cc(OC)c1OC,4,-0.1,-2,0,1,8,-10,8,12,1
CC(C)(C)OC(=O)C[C@@H]1C/C=C\C[C@H](CC(=O)NCCO)C(=O)NC[C@H](c2ccccc2)OC1=O,-6,0.1,4,3,0,7,-3,-1,-4,7
O=C(OCC(=O)N(CCc1ccccc1)Cc1ccccc1)c1cccc(O)c1,-1,0.4,0,6,-2,-9,-8,-24,2,-1
O=c1cc(N2CCOCC2)[nH]c(=O)n1-c1ccc(Br)cc1,0,0.1,8,5,-3,7,-3,-3,-2,1
CCOc1ccc(OCC(O)CN2CCN(S(=O)(=O)c3cccc(C(F)(F)F)c3)CC2)cc1 (stereo not drawn),13,0.1,-4,-13,7,3,0,-7,5,0
CN(C(=O)CSc1nnc(-c2ccccc2)n1C)C1CCS(=O)(=O)C1 (stereo not drawn),2,0.0,-4,11,-1,-1,5,-2,3,0
C/C(=N\OCC(=O)Nc1ccc(Br)cc1)c1cccs1,-7,0.4,6,7,1,10,1,-9,1,0
OCCN1CCN(CCOc2ccccc2-c2ccccc2)CC1,4,0.0,-3,6,3,-2,3,-9,-3,-2
O=C(CC1Sc2ncnn2C1=O)Nc1ccccc1 (stereo not drawn),4,-0.8,-5,-21,6,5,6,-2,7,-3
CNc1[nH]ncc1[N+](=O)[O-],-6,0.3,-6,0,8,14,1,16,-3,5
CC1(NC(=O)CCc2ccccc2)CCN(CCCc2ccccc2)C1=O (stereo not drawn),5,0.5,-4,0,3,-6,0,-1,-4,12
COc1ccccc1N1CCN(c2ccc(Cl)nn2)CC1,-4,0.6,3,-4,0,6,-4,1,-2,0
CSC(=O)CC(=O)NC(=O)c1ccccc1,-3,0.7,-3,-9,3,16,-31,-1,-5,1
Cc1ccc(S(=O)(=O)CCC(=O)OCC(=O)N2c3ccccc3NC(=O)C2(C)C)cc1,-2,-0.9,0,2,-1,5,2,17,-6,2
CCOC(=O)c1cccc(NC(=O)c2ccc(-n3cnnn3)cc2)c1,11,0.5,-9,-11,4,15,3,6,-6,0
COc1cccc(N2CCN(C(=O)C3C4C=CC5(CN(Cc6ccccc6Cl)C(=O)C35)O4)CC2)c1 (stereo not drawn),-3,1.9,0,10,4,2,1,6,-2,4
CC(C)CC(NC(N)=O)C(=O)NCCc1ccc(Cl)cc1Cl (stereo not drawn),7,-0.4,3,8,-1,-3,2,6,-5,1
COc1ccccc1N1C(=O)c2cccc3cccc(c23)C1=O,10,0.0,3,-7,-1,4,-3,2,-3,0
O=C(c1ccccc1[N+](=O)[O-])N(CCc1ccccc1)Cc1ccccc1,-3,-0.2,4,-2,0,-7,-6,-1,-8,-3
COC(=O)[C@H](C(C)C)N(CCc1cn(Cc2ccc(C)cc2)nn1)S(=O)(=O)c1ccc(F)cc1Br,-6,0.1,5,x,-2,x,-3,-16,1,-1
N#Cc1c(-c2ccc(Cl)cc2)c(-c2ccc(Cl)cc2)nn(CCOC(=O)CCC(=O)O)c1=O,2,4.3,4,-3,-152,-3,-195,-9,8,3
NC(=O)c1sc2nc(-c3ccccc3)c3c(c2c1N)CCCC3,6,-32,0,-8,i,-9,i,2,0,3

# Complete entries from above. Order of screens: DDE Tn6 FP inh	KLK7 zymogen act	DDE Tn7 FP inh	ASAP1 inh	PLCg1 inh	ARFGAP1 inhibitor	PLCb3 inh	HGIII-sPLA2 inh	Rev-erbA mod	UHRF1 binding
# Results for `COc1cc(C(=O)NC(=S)Nc2ccc(Cl)cn2)cc(OC)c1OC` : 4	-0.1	-2	0	1	8	-10	8	12	1
# Results for `CNc1[nH]ncc1[N+](=O)[O-]` : -6	0.3	-6	0	8	14	1	16	-3	5
# Results for `O=C(c1ccccc1[N+](=O)[O-])N(CCc1ccccc1)Cc1ccccc1` : -3	-0.2	4	-2	0	-7	-6	-1	-8	-3

# The listing picks up with the two entries that preceded the break.
SMILES,DDE Tn6 FP inh,KLK7 zymogen act,DDE Tn7 FP inh,ASAP1 inh,PLCg1 inh,ARFGAP1 inhibitor,PLCb3 inh,HGIII-sPLA2 inh,Rev-erbA mod,UHRF1 binding
N#Cc1c(-c2ccc(Cl)cc2)c(-c2ccc(Cl)cc2)nn(CCOC(=O)CCC(=O)O)c1=O,2,4.3,4,-3,-152,-3,-195,-9,8,3
NC(=O)c1sc2nc(-c3ccccc3)c3c(c2c1N)CCCC3,6,-32,0,-8,i,-9,i,2,0,3
COc1ccc2[nH]c(=O)c(CN(c3ccc(C)c(C)c3)S(C)(=O)=O)cc2c1,2,-1.9,-5,-9,-21,4,-25,-15,0,-1
C=CCSC1=Nc2sccc2C2=NC(=O)CN12,5,-0.8,3,-5,-19,-15,-21,-14,-3,1
CCOCCn1c(COc2ccccc2)nc2ccccc21,1,0.0,0,-1,3,-14,4,2,10,5
CCOc1ccccc1N1CCN(C(=O)c2ccc(NS(=O)(=O)c3ccc4[nH]c(=O)[nH]c4c3)cc2)CC1,-4,-0.2,-3,7,1,2,-7,-16,-2,-1
CCCC(=O)Nn1cnc2c(c1=O)C1(CCCC1)Cc1ccccc1-2,0,-0.5,-1,1,-4,-9,-2,-5,3,1
O=C(NCCCN1CCN(c2ccc(F)cc2)CC1)c1cccc(N2CCCC2=O)c1,-2,-0.2,-3,9,1,0,2,-2,8,5
Cc1ccc(C2(C)NC(=O)N(Cc3c(C)noc3C)C2=O)cc1 (stereo not drawn),6,0.2,2,-4,0,-12,-4,-4,-2,-3
Cc1ccc(OCc2nc3ccccc3n2C(C(=O)Nc2c(C)cccc2C)C2CC2)cc1 (stereo not drawn),3,0.5,6,1,5,2,4,-8,1,-1
CCN(CC)CCOc1ccc(Br)cc1,6,0.4,6,-5,-1,-1,-2,-1,-7,1
COc1ccccc1-n1cnc2cc(NS(=O)(=O)c3ccccc3)ccc21,-3,0.7,1,12,4,9,4,-28,-1,2
Cc1ccc(-c2nnc(SCC(=O)Nc3ccc4c(c3)oc3ccccc34)n2C)c(Cl)c1,-4,-0.2,-5,11,2,7,1,3,-4,-1
Cc1cccc(-n2c(SCc3cc(=O)n4ccsc4n3)nc3ccccc32)c1,-10,-0.9,-1,6,-44,-7,-58,-4,-6,-4

# Some of these compounds in order of the Rev-erbA mod value, rising:
SMILES,Rev-erbA mod
CCN(CC)CCOc1ccc(Br)cc1,-7
C=CCSC1=Nc2sccc2C2=NC(=O)CN12,-3
Cc1ccc(C2(C)NC(=O)N(Cc3c(C)noc3C)C2=O)cc1 (stereo not drawn),-2
COc1ccccc1-n1cnc2cc(NS(=O)(=O)c3ccccc3)ccc21,-1
O=C(NCCCN1CCN(c2ccc(F)cc2)CC1)c1cccc(N2CCCC2=O)c1,8

# (further entries)
SMILES,DDE Tn6 FP inh,KLK7 zymogen act,DDE Tn7 FP inh,ASAP1 inh,PLCg1 inh,ARFGAP1 inhibitor,PLCb3 inh,HGIII-sPLA2 inh,Rev-erbA mod,UHRF1 binding
COc1cc(OC)cc(OC2(C)CCN(Cc3ccc(OC(C)C)cc3)C2)c1 (stereo not drawn),0,0.9,-2,-5,1,10,1,-8,-3,-3
CCOC(=O)Nc1ccc(C(=O)NCC2CCCO2)cc1 (stereo not drawn),-6,-0.1,-2,0,-2,8,-1,3,-2,0
Cc1cc(/C=C(\C#N)C(=O)Nc2ccc(F)cc2)c(C)n1-c1ccc(N2CCOCC2)c([N+](=O)[O-])c1,-1,0.8,-13,-1,6,4,4,5,4,-1
Cc1cccc(C)c1OCC(O)CNC(C)C (stereo not drawn),0,-0.5,5,3,0,2,0,-7,0,2
COc1ccc(C(=O)O)cc1NC(=S)NC(=O)CSc1ccc(Cl)cc1,-1,-0.4,-3,-15,0,-9,-5,-39,-9,-4
COC(=O)c1ccc(OCC(=O)NCCC2=CCCCC2)c(OC)c1,2,-0.9,-5,2,-1,-1,-3,-3,-5,3
COc1ccc(-c2sc3ccccc3c2C#CCCO)cc1,-3,-1.1,5,5,-34,9,-48,-6,3,-2
CN(CC(=O)Nc1cccc(F)c1)C(=O)c1cc(S(=O)(=O)N2CCCCC2)ccc1N1CCOCC1,0,0.7,-2,1,3,-7,1,-8,-10,-4
N#CC1=C(N)OC2=C(CCc3ccccc32)C1c1ccccc1Cl (stereo not drawn),0,-26,4,-2,-348,3,-375,-10,4,-1
CC(C)(C)c1ccc(O)c(O)c1,2,0.7,-9,-10,3,-3,-1,-17,0,0
N#Cc1nc(COc2ccccc2Cl)oc1N1CCCCCC1,3,0.4,-2,-15,3,17,2,1,0,-2
COc1ccc(NS(=O)(=O)c2ccc(NS(=O)(=O)c3ccc(SC)cc3)cc2)c(OC)c1,-2,0.4,-3,11,4,-8,7,-67,4,0
Cc1ccc2nc(-c3cccc(Cl)c3)c(Cc3ccccc3C(F)(F)F)n2c1,2,0.6,3,-5,-4,-3,-4,0,2,19

# Single values from the entries so far.
# Value for COc1ccc(-c2sc3ccccc3c2C#CCCO)cc1 in PLCg1 inh: -34
# Value for CC(C)(C)c1ccc(O)c(O)c1 in KLK7 zymogen act: 0.7

# Screens deposited in PubChem BioAssay by several laboratories.
